MBNL1-CUG inh: inhibitors of human MBNL1 binding to CUG repeat RNA; 280,000 tested, 0.036% active; Potency, µM (top dose mostly 57.5 µM), for the others: at the top dose activity change, negative = inhibition, hits mostly inhibitors; Q9NR56; TR-FRET MBNL1-His/biotin-(CUG)12 binding, 665/545 ratio; active means well fitted inhibition curve with a large enough effect in the signal ratio, with a control signal flat, not every such curve was filed as active; inconclusive means small, poorly fitted or top-dose-only effect, or effect the other way, or a change in a side signal; inactive means no such curve, though single readings can be large or run the other way; the % refers to the signal ratio; further: potency means the concentration at half of the fitted maximal effect; on the % scale 0 is the no-effect control and ±100 the full control effect
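Ratiometric TR-FRET (665 over 545 nm, excitation 340 nm) tracks disruption of MBNL1-His/biotin-(CUG)12 complex after 60 min at room temperature, with compounds at 92 nM to 58 uM final.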
KCNH2 WT inh: blocks the wildtype human KCNH2 potassium channel. Q12809. U2OS, BacMam KCNH2, thallium flux FluxOr; hits give low values. activity change, % at 1.84 µM. 340,000 tested, 0.37% active. AID 720551;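 active means maximum activity change below -70%; inconclusive means maximum activity change between -70% and -50%; inactive means maximum activity change above -50%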; further: on the % scale 0 is the no-effect control and ±100 the full control effect
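U2OS cells transduced with wild-type KCNH2 virus are loaded with FluxOr dye for 45 min, and thallium flux is measured in kinetic reads before and after stimulation buffer. Rate constants are normalized to DMSO controls.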
USP2a block: USP2a (human) protease inhibition | O75604 | USP2 core, Ub-CHOP2 coupled fluorogenic reporter, 485/531 | Potency, µM (highest dose often 38.3 µM), for inactives: at the highest dose activity change, negative = inhibition, most hits filed as inhibitors | 330,000 tested, 0.01% active | AID 463254;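 further: potency means the concentration at half of the fitted maximal effect; plate controls were DMSO wells for no effect and full inhibition by NEM control for full effect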
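Cell-free coupled assay: 10nM USP2 core preincubated 30min RT with compound in Tris-HCl pH 8.0/CaCl2/CHAPS buffer, then 25nM Ub-CHOP2 and 25nM reporter substrate; fluorescence (Ex 485/Em 531) read after 60min RT, normalized to NEM inhibition, concentration-response curves fitted.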
GALK inhibitor: galactokinase (human) inhibition; P51570; Purified GALK, Kinase-Glo residual ATP luminescence; Potency, µM (top dose mostly 57.5 µM), for inactives: at the highest dose activity change, negative = inhibition, most hits filed as inhibitors; 270,000 tested, 0.007% active; AID 1868; further: potency means the concentration at half of the fitted maximal effect; on the % scale 0 is the no-effect control and ±100 the full control effect
Target sequence (P51570 whole entry, looked up): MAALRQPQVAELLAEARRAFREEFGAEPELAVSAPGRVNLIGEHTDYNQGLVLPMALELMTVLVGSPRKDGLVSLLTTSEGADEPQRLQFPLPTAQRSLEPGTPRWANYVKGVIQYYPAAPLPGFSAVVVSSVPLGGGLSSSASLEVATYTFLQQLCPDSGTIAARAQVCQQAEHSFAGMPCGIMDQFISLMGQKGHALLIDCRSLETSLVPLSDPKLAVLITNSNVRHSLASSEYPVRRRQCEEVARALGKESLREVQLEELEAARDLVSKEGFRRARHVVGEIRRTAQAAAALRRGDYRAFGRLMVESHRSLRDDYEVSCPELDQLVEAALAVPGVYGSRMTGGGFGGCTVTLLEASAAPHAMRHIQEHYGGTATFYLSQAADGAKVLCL
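ATP-depletion format; final 35 uM ATP, 100 uM D-galactose, 5 nM enzyme; pH 8.0 HEPES/Mg2+ buffer; 60 min RT; luminescence read 10 min after detection reagent.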
S-ASM inh: inhibitors of human secretory acid sphingomyelinase; Potency, µM (titrated, usually from 57.5 µM), for the others: at the top dose activity change, negative = inhibition, usual class: inhibitors; AID 504937; placental ASM, HMU-PC fluorogenic substrate, 60 min; P17405; 340,000 tested, 0.006% active; further: potency means the concentration at half of the fitted maximal effect
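Steps: dispense placental human ASM, pin compound, wait 10 min at room temperature, add HMU-PC0 substrate at 9 uM final, incubate 60 min at 37 °C, add stop solution raising pH to 10, read fluorescence.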
Chronic BCR inh: blocks chronic active B-cell receptor signaling; Potency, µM (highest dose often 46.1 µM), without a hit: at the highest dose ratio change, negative = lower green/red ratio, hits mostly inhibitors; 340,000 tested, 0.05% active; ABC-DLBCL IkBa-CBG/CBR reporter, luminescence ratio, 4 h; active means well fitted inhibition curve with a large enough effect in the signal ratio, with a control signal flat, not every such curve was filed as active; inconclusive means small, poorly fitted or top-dose-only effect, or effect the other way, or a change in a side signal; the % refers to the signal ratio;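 further: potency means the concentration at half of the fitted maximal effect; plate controls were basal doxycycline-induced cells for no effect and cells given 10 µM MG132 for full effect; MG132 reads +100%, hits lower the ratio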
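Compounds up to 46 uM were incubated four hours with TMD8 cells whose green CBG68 luciferase is fused to IkappaBalpha; red CBR luminescence normalised the signal, and concentration-effect curves were fitted to fusion, red and ratio data.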
Mito fusion act: mitochondrial division inhibition or fusion activation. 320,000 tested, 0.23% active. S. cerevisiae fusion-defective mutant growth rescue, CellTiterGlo 48 h. Potency, µM (highest dose often 46.1 µM), for the others: at the top dose growth rescue (activation), most hits filed as activators;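 further: potency means the concentration at half of the fitted maximal effect; % of control where 0% means no effect; nearly all actives have a fitted effect of over 45% in size; temperature-sensitive fusion mutants such as fzo1-1 at 37 °C on non-fermentable ethanol glycerol medium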
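S. cerevisiae fusion-defective temperature-sensitive mutants (e.g. fzo1-1, mgm1-5) grown 48 h at 37C in YPEG (ethanol/glycerol non-fermentable) medium with 23 nl compound per well; growth rescue read as CellTiterGlo luminescence.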
Eya2 phos inh: blocks the phosphatase activity of human Eya2. Potency, µM (series often up to 76.9 µM), without a hit: at the top dose activity, negative = inhibition, usual class: inhibitors. O00167. 330,000 tested, 0.006% active. recombinant Eya2, OMFP fluorescence dephosphorylation (OMFP is methylfluorescein phosphate); further: potency means the concentration at half of the fitted maximal effect; on the % scale 0 is the no-effect control and ±100 the full control effect
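Eya2 protein (added as 0.2 uM solution) was preincubated with compound for 10 min at ambient temperature in 50 mM HEPES pH 7.5, 50 mM NaCl, 5 uM MgCl2, 0.05% BSA, 1 mM DTT. OMFP (added at 50 uM) then reacted 10 min; fluorescence read at 485/525 nm.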
TSHR antagonist: blocks TSH signaling through the human TSH receptor; 330,000 tested, 0.2% active; AID 504810; P16473; TSHR-expressing cells, TSH-stimulated cAMP HTRF, 2 h; hits give low values; activity change, negative = inhibition, % at 11.5 µM;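 active means activity change below a set negative limit, meaning inhibition stronger than a set level, cut at about -70% in these data; inconclusive means activity change between two set negative limits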; further: on the % scale 0 is the no-effect control and ±100 the full control effect
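TSHR-expressing cells were treated with compounds, then stimulated with TSH at EC80 (4nM final) for 2 hours at 37 deg C. Cellular cAMP was measured by HTRF competition between lysate cAMP and cAMP-d2 for a cryptate-labelled anti-cAMP antibody.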
Menin MLL FP TR: inhibitors of human menin-MLL interaction, mutant MLL peptide; 270,000 tested, 0.23% active; Potency, µM (highest dose often 61.6 µM), without a hit: at the top dose FP activity change, negative = inhibition, most hits filed as inhibitors; Menin + Texas Red MLL mutant peptide, fluorescence polarization; O00255; active means well fitted inhibition curve with a large enough effect in the polarisation, with a control signal flat, not every such curve was filed as active; inconclusive means small, poorly fitted or top-dose-only effect, or effect the other way, or a change in a side signal; inactive means no such curve, though single readings can be large or run the other way; the % refers to the polarisation; further: potency means the concentration at half of the fitted maximal effect; % of control where 0% means no effect; many of its hits are not listed in these tables
PKM2 act: increases activity of human pyruvate kinase M2. purified PKM2, Kinase-Glo ATP luminescence, activation; response scale: 0% is enzyme alone, no compound. Potency, µM (doses to about 57.5 µM), inactives show at the highest dose activation, usual class: activators. 260,000 tested, 0.34% active; further: potency means the concentration at half of the fitted maximal effect; on the % scale 0 is the no-effect control and ±100 the full control effect; nearly all actives have a fitted effect of over 55% in size
Target sequence (P14618 whole entry, looked up): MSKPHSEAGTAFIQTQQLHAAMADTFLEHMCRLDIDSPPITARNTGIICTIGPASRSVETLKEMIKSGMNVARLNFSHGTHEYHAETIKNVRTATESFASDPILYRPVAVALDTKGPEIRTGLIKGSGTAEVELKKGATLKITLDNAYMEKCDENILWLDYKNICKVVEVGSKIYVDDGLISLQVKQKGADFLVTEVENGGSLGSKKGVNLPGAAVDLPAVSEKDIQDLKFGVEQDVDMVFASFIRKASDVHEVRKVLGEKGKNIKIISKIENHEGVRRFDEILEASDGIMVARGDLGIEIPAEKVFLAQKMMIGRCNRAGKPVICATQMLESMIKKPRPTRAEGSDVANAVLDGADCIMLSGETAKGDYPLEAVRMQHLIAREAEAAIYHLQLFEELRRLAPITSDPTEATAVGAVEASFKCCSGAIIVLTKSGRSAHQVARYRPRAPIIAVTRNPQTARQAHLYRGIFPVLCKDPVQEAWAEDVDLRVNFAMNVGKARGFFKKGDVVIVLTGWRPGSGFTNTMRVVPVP
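ATP formation by purified human PK-M2, quantified via coupled luciferase luminescence after 1 h at room temperature with 0.1 mM ADP and 0.5 mM PEP final.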
Starred values were filed as active, the others as inactive; ? = inconclusive; nt = no result given; [ ] = dose if it differs, or a comment. Unless noted, the call rests on the fitted dose curve; in most records, active means well fitted curve in the direction sought with a large enough effect; inconclusive means small, poorly fitted or top-dose-only effect, or another doubt; inactive means no such curve, though single readings can be large; an effect the other way counts as inactive or inconclusive. Not all compounds are listed (hit frequency here may not be typical).

SMILES	MBNL1-CUG inh	KCNH2 WT inh	USP2a block	GALK inhibitor	S-ASM inh	Chronic BCR inh	Mito fusion act	Eya2 phos inh	TSHR antagonist	Menin MLL FP TR	PKM2 act
CN1/C(=C\C=C(/C#N)C(=O)Nc2ccc(Cl)cc2)C(C)(C)c2ccccc21	nt	-3	?	0%	0%	5%	-2%	0%	-11	16%	-2%
Cc1ccc(-c2cc(C(=O)NCc3ccco3)no2)cc1	-5%	-4	-1%	-2%	1%	?	-9%	-13%	-12	-3%	1%
COc1cccc(N2CCN(C(=O)c3cccc(N4C(=O)NC5CC4(C)Oc4c(OC)cccc45)c3)CC2)c1 (configuration not stated)	-2%	0	0%	2%	0%	-3%	6%	-6%	-2	nt	nt
CCC(=O)Nc1c(C)nn(-c2ccc(C)c(C)c2)c1C	-26%	5	4%	nt	4%	?	-1%	0%	29	0%	2%
CCOc1ccccc1NC(=O)CN1C(=O)COc2ccc(C)cc21	-3%	1	0%	-1%	-2%	-5%	-4%	-3%	3	-2%	-7%
COC(=O)c1ccccc1NC(=O)NCCc1ccc(OC)c(OC)c1	1%	6	1%	-1%	-1%	?	-1%	-19%	-5	-10%	4%
Clc1cccc(CN2C3=NCCCN3c3ccccc32)c1	?	89	3%	nt	-1%	2%	-2%	1%	-4	-21%	nt
CCOC(=O)c1cc2ccccc2nc1C	-3%	9	0%	0%	0%	3%	2%	19%	-3	-1%	-15%
CCC(C)NC(=O)C1CCCCN1S(=O)(=O)c1ccc(F)cc1 (configuration not stated)	-2%	-3	0%	-7%	0%	-2%	0%	-3%	-1	-22%	-3%
O=C(OCC(=O)c1ccc[nH]1)C1=COCCO1	nt	-1	0%	nt	8%	2%	0%	-3%	8	nt	nt
CCCC(c1nnnn1Cc1ccccc1)N1CCC(C(N)=O)CC1 (configuration not stated)	-18%	9	0%	3%	-1%	-1%	8%	9%	17	7%	0%
CC(C)(C)C(=O)NC(=S)Nc1cc(C(=O)O)ccc1Cl	1%	0	-1%	-1%	-5%	1%	-2%	-5%	-11	-8%	-6%
CC1(C)CC(NC(=S)NCc2ccco2)CC(C)(C)N1	-2%	0	1%	9%	-1%	3%	3%	-3%	-6	-1%	-3%
CSc1c(CC(=O)Nc2ccccc2)n(C)c2ccccc12	1%	-20	-2%	-2%	-7%	0%	1%	4%	-8	?	1%
CN1CCN(/N=C/c2ccc(Cl)c(Cl)c2)CC1	4%	-2	1%	-2%	2%	20%	-8%	3%	3	-10%	-1%
CC(C)[C@H](NC(=O)c1ccccc1)C(=O)OCC(=O)N1CC(=O)Nc2ccccc21	1%	4	5%	-1%	2%	12%	-2%	4%	-7	6%	1%
CCOC(=O)c1ccccc1NC(=S)N1CCCCC1	-9%	1	1%	nt	4%	?	-15%	0%	2	-2%	0%
CCN(CC)C(=O)C12CC3CC(CC(Br)(C3)C1)C2	-7%	1	2%	-3%	5%	2%	-5%	2%	17	-8%	-1%
COc1cc(C(c2nnnn2C(C)(C)C)N2CCN(c3nc4ccccc4s3)CC2)ccc1O (configuration not stated)	-5%	-20	0%	2%	-8%	?	0%	6%	-4	11%	25µM*
COc1cc(NC(=O)CCNS(=O)(=O)c2cc(Br)cnc2N)cc(OC)c1	15%	-6	3%	10%	-4%	-11%	8%	-1%	?	nt	nt
CN(C)Cc1nc2c([nH]1)c(=O)n(C)c(=O)n2C	-13%	4	5%	-2%	0%	5%	2%	-5%	2	1%	-11%
CCCCC(=O)N/N=C/c1cc([N+](=O)[O-])ccc1N1CCOCC1	?	11	0%	nt	-1%	-9%	nt	-2%	9	-7%	-9%
Cc1cccc(N2CC(C(=O)Nc3ccccc3N3CCOCC3)CC2=O)c1C (configuration not stated)	nt	6	0%	nt	0%	-1%	nt	-11%	23	nt	nt
CN(C)S(=O)(=O)N1CCN(C(=O)c2ccccc2Cl)CC1	3%	-8	-1%	1%	-2%	2%	-5%	6%	16	18%	-5%
C=CCc1cccc(/C=N/c2nc3ccccc3n2CC)c1O	3%	-1	-1%	-1%	0%	0%	1%	14%	-6	-2%	1%
COc1ccc(-c2nn(-c3ccccc3)cc2C#N)cc1	3%	16	5%	-1%	-3%	?	-2%	-9%	-6	3%	-1%
Cc1cc(C)n(-c2nncn2/N=C/c2ccccc2F)n1	0%	-8	-1%	3%	-1%	-4%	-2%	7%	0	-1%	-1%
O=C(CN1CCN(S(=O)(=O)c2ccc(F)cc2)CC1)NCc1cccs1	nt	3	0%	nt	-4%	-4%	-7%	-24%	4	nt	nt
COc1cccc2sc(Nc3nnc(-c4cccs4)o3)nc12	45%[activator]	-30	1%	0%	57%[activator]	?	1%	1%	-11	?	-6%
CC(C)=CCC/C(C)=C/CN(CC(C)O)CC(C)O (configuration not stated)	-2%	-11	0%	0%	3%	-1%	2%	7%	18	0%	-16%
Cc1ccc2c(c1)cc(C)c1nnc(SCC(=O)NCc3ccco3)n12	7%	6	-1%	4%	-1%	?	6%	1%	-2	9%	4%
CCCCN(CC)CCCNC(=O)c1ccc2c(c1)N(CC)C(=O)c1ccccc1S2(=O)=O	-5%	11	4%	-3%	2%	2%	-2%	-7%	1	2%	nt
O=C(Nc1ccc2c(c1)oc1ccccc12)c1ccncc1	10%	3	2%	0%	-6%	?	-2%	12%	15	-8%	-6%
Cc1ccc(NC(=O)C2COc3ccccc3O2)cc1C (configuration not stated)	-2%	-7	4%	0%	3%	?	-6%	-1%	-2	13%	0%
COC(=O)Cc1ccc(NC(=O)c2ccccc2Cl)cc1	2%	13	1%	2%	4%	?	1%	-1%	9	-1%	-2%
CCN(CC)S(=O)(=O)c1ccc(OC)c(NC(=O)c2cn(CC)c3nc(C)ccc3c2=O)c1	-5%	-1	-1%	9%	1%	-1%	-1%	3%	0	-9%	-8%
Cc1ccc(CNC(=O)C2CCCN2S(=O)(=O)c2ccc(Cl)cc2)cc1 (configuration not stated)	1%	-1	-2%	-2%	-1%	1%	7%	9%	-1	8%	0%
Cc1cccnc1NC(=S)NCCc1ccccc1	0%	30	1%	-1%	-4%	-1%	5%	0%	-5	-26%	0%
COc1cc(/C=C2/C(=N)N3C(SC)=NSC3=NC2=O)ccc1OC(=O)c1ccco1	9%	4	-1%	-15%	-13%	?	-2%	-1%	-17	?	3%
COCc1cc(=O)[nH]c(Sc2c(-c3ccccc3)c3ccc(Cl)cc3[nH]c2=O)n1	18%	-7	4%	-3%	6%	1%	-1%	2%	3	-5%	0%
COC(CNC(=O)CNC(=S)N(Cc1ccccc1)Cc1cccs1)OC	0%	-1	0%	7%	2%	-2%	-2%	-2%	9	-3%	-1%
Cc1ccc(C)c2sc(NC(=O)c3ccc(N4C(=O)CCC4=O)cc3)nc12	87%[activator]	3	1%	nt	-2%	7%	-3%	5%	-3	26%	-3%
Cc1nn(C)cc1/C=N/NC(=O)CSc1ccccn1	-2%	-2	-1%	0%	1%	?	3%	-2%	2	nt	2%
CCN(CC)CCN1C(=O)C(=O)/C(=C(/O)c2ccc(S(=O)(=O)N3CCOCC3)cc2)C1c1ccc(C)cc1 (configuration not stated)	?	-10	0%	6%	-2%	1%	0%	0%	4	nt	nt
O=C(c1cccc([N+](=O)[O-])c1)c1ccc2c(c1)C(=O)NC2=O	?	1	0%	4%	-4%	2%	-15%	2%	-6	-20%	2%
O=C1CNC(=S)N1c1nc2ccccc2s1	-13%	1	1%	0%	2%	?	8%	0%	-7	nt	-22%
O=C(COC(=O)c1cccc(S(=O)(=O)N2CCCCCC2)c1)Nc1ccccc1C(F)(F)F	nt	0	2%	nt	0%	1%	5%	7%	-11	nt	nt
O=C1CC2(CCCCC2)Oc2ccc(O)cc21	3%	32	0%	-2%	3%	-6%	0%	3%	-7	4%	-7%
